SIAH1 antagonists = Siah-1 peptide-binding antagonists, primary screen, biochemical, fluorescence polarization, rhodamine-plectin, uHTS (AID 1817); Siah-1 / rhodamine-plectin peptide fluorescence polarization; higher % means a stronger effect; 0.02% of 290,000 active; one-dose displacement, % at 20 µM; IC50 in µM for titrated hits;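 active = displacement of at least 50% at 20 µM, with a fluorescence ratio check between 0.3 and a set limit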;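 note: plate controls were Siah plus tracer with DMSO for no effect and tracer alone without Siah for full effect; strong numbers were not always called active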
RSV antiviral HEp-2 = inhibition of RSV-induced cytopathic effect – HEp-2 cells, primary 10 µM value included (AID 2391); 0.13% of 310,000 active; HEp-2 cells, RSV-induced CPE inhibition; higher % means a stronger effect; CPE inhibition, % at 10 µM, or IC50 in µM where a hit was titrated; in the data active = a potency from the dose series; inconclusive = CPE inhibition mostly from about 23% at the one dose, without a potency; inactive = the rest, 99 in 100 with CPE inhibition below about 21%; note: strong numbers were not always called active
SV40 large T antigen = TAg ATPase/helicase activity blockers – biochemical (AID 1903) | inhibition, % at 20 µM, or IC50 in µM where a hit was titrated | 0.39% of 310,000 active | SV40 large T antigen ATPase/helicase inhibition assay; higher % means a stronger effect; in the data active = a potency from the dose series; inconclusive = inhibition mostly from about 32% at the one dose, without a potency; inactive = the rest, 99 in 100 with inhibition below about 32%; note: strong numbers were not always called active
Rac1 GTP hydrolysis = MgcRacGAP GTPase-activating activity inhibitors, confirmation, biochemical, ADP Hunter fluorescence; inhibition, % at 30 µM; hits with a dose series show IC50 in µM; 0.6% of 340,000 active; MgcRacGAP-stimulated Rac1 GTP hydrolysis, ADP Hunter fluorescence; higher % means a stronger effect; GST-tagged Rac1 F28L mutant substrate; AID 624330;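 active = first-screen hits whose inhibition reached a set limit at any dose in the follow-up dose series; inconclusive = inhibition above the set first-screen limit but never retested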;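 note: fluorescence reports GDP produced by GAP-driven GTP hydrolysis; strong numbers were not always called active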
West Nile virus CPE = inhibition of WNV-induced cytopathic effect – cell-based, CPE readout (AID 1621). West Nile virus-infected cells, CPE inhibition; higher % means a stronger effect. CPE inhibition, % at 10 µM, or IC50 in µM where a hit was titrated. 0.02% of 290,000 active; in the data active = a potency from the dose series; inconclusive = CPE inhibition mostly from about 3.7% at the one dose, without a potency; inactive = the rest, 99 in 100 with CPE inhibition below about 2.2%; note: strong numbers were not always called active
K1F lysis inhibition = protection from phage-mediated lysis, alamar blue read-out – E. coli UTI89, K1F phage, bacterial capsule biogenesis inhibitors (AID 488966); E. coli UTI89 K1F phage lysis, alamar blue, 2 h; higher % means a stronger effect; one-dose inhibition, % at 100 µM; IC50 in µM for titrated hits; 0.02% of 340,000 active;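 active = phage lysis inhibition, versus mean bacterial control, above a set limit; inconclusive = no clear call, values can overlap the other calls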;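 note: capsule biogenesis inhibitors block K1F phage lysis so surviving cells raise fluorescence; higher fluorescence means more inhibition of phage lysis; actives were called in the ten point dose series up to 300 µM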
NTR1 ag = NTR1-driven beta-arrestin-GFP spot formation – imaging, U2OS cells, high content, primary screen (AID 493036). P30989. agonist mode. activation, % at 20 µM. 0.17% of 330,000 active;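 active = activation at or above 40% of the spot to cytoplasm intensity ratio, with at least 20 cells analyzed; inconclusive = wells under 20 cells, flagged as cytotoxic or low count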;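 note: 0% = DMSO without peptide and 100% = 100 nM NTR1 peptide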
Target sequence (P30989 whole entry, looked up): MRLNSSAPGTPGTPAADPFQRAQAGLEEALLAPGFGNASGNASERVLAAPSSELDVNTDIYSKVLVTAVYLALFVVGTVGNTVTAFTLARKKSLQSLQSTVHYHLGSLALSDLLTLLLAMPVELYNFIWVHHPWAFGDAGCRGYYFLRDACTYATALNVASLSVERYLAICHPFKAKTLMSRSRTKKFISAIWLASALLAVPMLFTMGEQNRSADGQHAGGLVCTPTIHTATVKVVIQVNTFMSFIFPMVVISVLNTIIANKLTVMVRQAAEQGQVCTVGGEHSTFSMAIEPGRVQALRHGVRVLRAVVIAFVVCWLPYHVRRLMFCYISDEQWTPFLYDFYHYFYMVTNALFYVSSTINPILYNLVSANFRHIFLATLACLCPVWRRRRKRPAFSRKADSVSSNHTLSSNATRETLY
Dengue-2 NS5 capping = Dengue-2 NS5 methyltransferase inhibitors, primary screen, biochemical, confirmation dose response (AID 588689). Dengue-2 NS5 methyltransferase capping enzyme assay, biochemical; higher % means a stronger effect. one-dose inhibition, % at 25 µM; IC50 in µM for titrated hits. 0.3% of 340,000 active; in the data active = a potency from the dose series; inconclusive = inhibition above about 29% without an active follow-up result
AID2073 = disruptors of CaV2.2 binding to Mint1 – biochemical, HTRF (AID 2073). HTRF protein-protein interaction, Mint1-CaV2.2; higher % means a stronger effect. one-dose inhibition, % at 20 µM; IC50 in µM for titrated hits. 0.19% of 290,000 active; in the data active = inhibition mostly above about 51%, no sharp cut-off; inconclusive = no clear call, values can overlap the other calls; inactive = mostly below about 53%; note: some results filed as inactive read as strong as hits
NTR1 ag cell count 20 µM = also measured in NTR1 ag; calls as there; cell count; measured here: cell count, cytotoxicity flag
Dengue-2 NS5 capping pilot replicate = recorded beside Dengue-2 NS5 capping, whose call it bears; inhibition, %; measured here: pilot screen replicate inhibition
* marks the source's active call; other numbers are inactive results; u = inconclusive; x = no result given; [ ] = dose if it differs, or a comment.

SMILES	SIAH1 antagonists	RSV antiviral HEp-2	SV40 large T antigen	Rac1 GTP hydrolysis	West Nile virus CPE	K1F lysis inhibition	NTR1 ag	NTR1 ag cell count 20 µM	Dengue-2 NS5 capping	AID2073	others
Cc1ccc2nc(SCC(=O)Nc3ccc(F)cc3F)[nH]c2c1	13%	u	6%	5%	0.2%	0.1%	1.4	81	0%	8%
N#C/C(=N\Nc1ccc(S(=O)(=O)N2CCOCC2)cc1)C(N)=S	3%	0.3%	12%	13%	0.6%	5.0%[50 µM]	-2.3	67	-2%	7%
Cc1csc(=Nc2ccccc2)n1CCCN1CCCC1=O	-5%	-1.1%	10%	8%	0.0%	-1.9%	-0.3	70	-8%	-8%
COc1ccc(-c2cc(C(F)(F)F)c3c(n2)sc2c(O)cc(=O)[nH]c23)c(OC)c1	-3%	u	11%	13%	-0.5%	2.3%	0.6	45	-20%	25%
Cc1cc(NC(=O)CSC2=NS(=O)(=O)c3cc(F)ccc3N2)no1	x	0.8%	17%	8%	x	0.7%[50 µM]	0.3	55	-2%	x
COc1ccccc1OCCn1cc(C=O)c2ccccc21	2%	-0.1%	1%	11%	0.7%	-0.4%	3.3	63	3%	-6%	Dengue-2 NS5 capping pilot replicate=-5.5
CC1C=CCC2C(=O)N(c3ccc(OC(=O)c4ccco4)cc3)C(=O)C12 (stereo unspecified)	2%	-0.4%	13%	10%	0.8%	-0.8%[50 µM]	-0.4	55	-14%	-6%
Cn1nc([N+](=O)[O-])c(C(C#N)c2ccccn2)c(Cl)c1=O (stereo unspecified)	3%	6.1%	18%	-5%	0.8%	-3.8%	0.5	59	26µM*	7%
O=C(O)C1CCc2sc3[nH]c(=S)n(-c4ccccc4)c(=O)c3c21 (stereo unspecified)	-7%	1.7%	16%	16%	-0.3%	-2.3%	-0.5	38	5%	16%
COc1ccc(CCNC(=O)CNCC2CCCO2)cc1OC (stereo unspecified)	-2%	4.4%	21%	15%	0.1%	-0.9%	-1.2	46	5%	1%
O=C(N/N=C/c1cccs1)c1cc(-c2cccc3ccccc23)n[nH]1	1%	-0.8%	14%	10%	0.2%	0.0%	1.2	69	1%	9%
CCOc1cc(/C=N/NC(=O)c2cccnc2)ccc1OCC(N)=O	1%	1.3%	7%	3%	0.1%	0.1%	1.2	56	-5%	12%
Nc1ccc(-c2cn3cccnc3n2)cc1	8%	x	16%	-5%	0.2%	-0.1%	x	x	-3%	11%
O=C(COC(=O)c1ccc(Br)o1)NC12CC3CC(CC(C3)C1)C2	x	x	x	3%	x	2.0%[50 µM]	4.2	57	1%	x
CC(=O)c1cccc(NC(=O)N2CCC(c3ccc(C)cc3)C2)c1 (stereo unspecified)	2%	16%	11%	17%	-0.8%	0.1%	1.6	58	-1%	2%
Cc1cc(C)c2[nH]c(=O)c(C(c3nnnn3CC3CCCO3)N3CCCC(C)C3)cc2c1 (stereo unspecified)	-1%	2.6%	7%	-5%	-0.7%	-0.1%	0.2	59	-1%	11%
CC(C)CC(=O)c1c(O)c(C=O)c(O)c2c1O[C@@]1(C)[C@@H](C2)C[C@H]2C[C@@H]1C2(C)C	x	x	x	0%	x	-0.4%	8.5	46	-5%	x
Cc1ccnc(NC(=O)c2ccc(S(=O)(=O)N3CCC(C)CC3)cc2)c1	x	11%	22%	2%	x	-0.4%[50 µM]	-0.1	60	6%	x
COc1ccc(NC(=O)Nc2cccc(C(F)(F)F)c2)cn1	-6%	15%	1%	6%	-0.6%	-3.7%	1.8	40	-7%	-15%
CCCn1ncc(CN2CCC(n3nccc3NC(=O)c3ccccc3Cl)CC2)c1C	2%	0.2%	-2%	2%	0.4%	0.1%	-0.1	74	4%	12%
Oc1c(C2=NCCNC(C(F)(F)F)=C2)ccc2ccccc12	-4%	x	14%	28%	0.5%	-2.0%	0.1	98	-4%	-8%
CCN(CC)c1ccc2c(Cl)cc(=O)oc2c1	2%	1.3%	9%	x	0.6%	x	0.9	93	x	14%
Cc1cc(NC(=O)CS(=O)(=O)c2ccc(F)cc2)no1	x	1.3%	12%	-1%	x	0.8%[50 µM]	-0.1	60	7%	x
Cc1ccc(/C=N/N2CCN(C3c4ccccc4-c4ccccc43)CC2)s1	1%	4.4%	15%	5%	-0.8%	3.5%	2.7	35	6%	-2%
Cc1cccc(C(=O)NCC2CCN(C(=O)c3cccc(C)c3)CC2)c1	0%	2.4%	8%	4%	-0.2%	-0.2%	-0.8	64	-7%	3%
O=C(N/N=C/c1cc(Br)cs1)c1c[nH]c2ccccc12	-4%	8.2%	1%	16%	-0.5%	0.4%	0.8	59	-6%	6%

Arranged by count of non-hydrogen atoms (highest first): part of the list above.
SMILES	SIAH1 antagonists	RSV antiviral HEp-2	SV40 large T antigen	Rac1 GTP hydrolysis	West Nile virus CPE	K1F lysis inhibition	NTR1 ag	NTR1 ag cell count 20 µM	Dengue-2 NS5 capping	AID2073	others
Cc1ccnc(NC(=O)c2ccc(S(=O)(=O)N3CCC(C)CC3)cc2)c1	x	11%	22%	2%	x	-0.4%[50 µM]	-0.1	60	6%	x
CC(=O)c1cccc(NC(=O)N2CCC(c3ccc(C)cc3)C2)c1 (stereo unspecified)	2%	16%	11%	17%	-0.8%	0.1%	1.6	58	-1%	2%
Cc1ccc2nc(SCC(=O)Nc3ccc(F)cc3F)[nH]c2c1	13%	u	6%	5%	0.2%	0.1%	1.4	81	0%	8%
Nc1ccc(-c2cn3cccnc3n2)cc1	8%	x	16%	-5%	0.2%	-0.1%	x	x	-3%	11%

Bioassay records: PubChem, several laboratories
